# Compound activity: PubChem, several laboratories
# DAGLB inh – diacylglycerol lipase beta (human) inhibition; AID 504411; hit rate 0.059% among 340,000; HEK293T DAGLB membrane lysate, EnzChek fluorogenic substrate; inhibition, % at 5.17 µM; Q8NCG7; in the data active = inhibition above about 34%;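 note: 0% = enzyme with vehicle and 100% = wells lacking enzyme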
# Target sequence (Q8NCG7 whole entry, looked up): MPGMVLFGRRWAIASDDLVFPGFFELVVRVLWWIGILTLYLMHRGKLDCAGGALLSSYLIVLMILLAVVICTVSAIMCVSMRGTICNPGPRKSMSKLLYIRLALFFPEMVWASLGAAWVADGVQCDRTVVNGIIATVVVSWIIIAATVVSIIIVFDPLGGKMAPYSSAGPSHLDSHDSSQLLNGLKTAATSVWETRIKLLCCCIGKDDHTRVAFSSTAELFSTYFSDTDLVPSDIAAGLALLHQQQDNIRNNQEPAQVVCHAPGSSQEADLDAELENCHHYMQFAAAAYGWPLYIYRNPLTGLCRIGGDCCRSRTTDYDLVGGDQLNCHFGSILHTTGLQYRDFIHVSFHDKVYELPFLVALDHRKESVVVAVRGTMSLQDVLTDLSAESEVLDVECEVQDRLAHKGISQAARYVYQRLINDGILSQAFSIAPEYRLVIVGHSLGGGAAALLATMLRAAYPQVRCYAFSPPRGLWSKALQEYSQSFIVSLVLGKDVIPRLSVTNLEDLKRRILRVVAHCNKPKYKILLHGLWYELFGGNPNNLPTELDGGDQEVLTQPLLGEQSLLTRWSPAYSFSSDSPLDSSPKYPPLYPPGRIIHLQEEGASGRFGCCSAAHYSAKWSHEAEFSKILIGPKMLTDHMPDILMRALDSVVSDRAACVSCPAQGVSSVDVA
# SR-BI DiI inh – inhibitors of mouse SR-BI mediated HDL lipid uptake; Q61009; ldlA[mSR-BI] CHO cells, DiI-HDL uptake fluorescence, 3 h; inhibition, % at 12.5 µM; hit rate 0.96% among 320,000; AID 488896;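 active = mean replicate inhibition of at least 70% and a set share of replicates each scoring 70 or more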;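 note: 0% = median of neutral control wells and 100% = median of positive control wells; values of inactives mirror those of a sister screen read the other way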
# PvdQ acylase – blocks Pseudomonas aeruginosa PvdQ acylase activity. purified PvdQ acylase, fluorescence plate reader. inhibition, % at 10 µM. hit rate 0.063% among 340,000. AID 488965; in the data active = inhibition above about 30%, passing the limit was not always enough;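 note: 0% = vehicle neutral wells and 100% = reference inhibitor wells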
# LANA DNA inh – KSHV C-LANA DNA binding inhibition; MBP-C-LANA/FAM-LBS DNA binding, fluorescence polarization; inhibition, % at 9 µM; hit rate 0.078% among 340,000; AID 504423;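 active = highest replicate inhibition at or above 60% at 9 µM, even if other replicates fall short; inactive = all replicates below 60% inhibition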;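 note: 0% = neutral control wells and 100% = 4 µM acridine orange control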
# PKA-R2B activ – activates the human PKA-R2B holoenzyme complex | P22694+P31323 | AID 504700 | PKA-R2B holoenzyme dissociation, Cy5-IP20 fluorescence polarization; R2B truncated from residue 108, S112A mutant; 0% DMSO only, 100% 113 µM cGMP | activation, % at 11.4 µM | hit rate 0.079% among 340,000;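 active = activation above a cutoff set at the mean over all compounds plus 3 SD, cut at about 18% in these data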;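 note: higher means more holoenzyme dissociation and a rise in polarization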
# Target sequence (P31323 whole entry, looked up, other chains not shown, the tested form may be a part): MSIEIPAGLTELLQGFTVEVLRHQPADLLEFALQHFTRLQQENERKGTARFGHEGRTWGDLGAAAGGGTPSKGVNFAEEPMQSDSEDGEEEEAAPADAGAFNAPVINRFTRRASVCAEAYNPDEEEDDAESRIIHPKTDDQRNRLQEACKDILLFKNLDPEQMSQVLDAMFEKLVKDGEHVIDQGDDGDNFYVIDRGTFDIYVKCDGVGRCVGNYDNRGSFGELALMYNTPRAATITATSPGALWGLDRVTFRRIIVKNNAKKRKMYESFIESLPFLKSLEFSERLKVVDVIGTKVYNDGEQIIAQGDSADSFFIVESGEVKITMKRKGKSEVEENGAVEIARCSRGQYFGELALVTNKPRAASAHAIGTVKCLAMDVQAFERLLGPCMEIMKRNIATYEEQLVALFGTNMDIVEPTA
# Arr AP2 block – human beta-arrestin and AP2 interaction inhibition. FITC-arrestin peptide / GST-AP2 beads, flow cytometry; AP2 beta2 appendage carries R879A mutation. inhibition, % at 10 µM. hit rate 0.31% among 340,000;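 active = inhibition above a set limit, near 3 SD of compounds lacking own fluorescence, cut at about 54% in these data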;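 note: plate controls were DMSO wells for no effect and 5 µM unlabelled arrestin peptide for full effect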
#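 System: GST-AP2 R879A bound to glutathione beads, E. coli-expressed. Also added: 50 nM FITC-arrestin peptide. Schedule: compound with beads 12 min RT, then probe 1 h RT. Signal: bead flow cytometry, FITC channel. Read-out basis: percent response.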
# Cardiac RTF inh – cardiac RTF calcium desensitization. P19429+P45379. IANBD-labeled cardiac RTF, Ca2+ fluorescence. inhibition, % at 7.15 µM. hit rate 0.12% among 340,000;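 active = inhibition above the mean inhibition of all tested compounds plus 3 SD, cut at about 17% in these data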;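 note: assay run at fixed EC70 calcium of 1.6 mM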
# NSD2 inh – blocks human histone methyltransferase NSD2 | hit rate 0.54% among 310,000 | AID 743445 | O96028 | inhibition, % at 12.5 µM | NSD2 peptide methylation, AlphaScreen, 120 min; in the data active = inhibition above about 50%
# Keap1-Nrf2 PPI – Keap1-Nrf2 (human) interaction inhibition. Q14145. Keap1 Kelch-Nrf2 peptide fluorescence polarization, 1536-well. inhibition, % at 9.4 µM. hit rate 0.15% among 340,000. AID 504523; in the data active = inhibition above about 12%;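 note: human Keap1 Kelch domain with fluorescein labeled Nrf2 9mer peptide probe; 0% = neutral control wells and 100% = peptide positive control; higher means more block of Keap1 binding to Nrf2 peptide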
# SR-BI uptake up – activators of SR-BI mediated HDL lipid uptake | hit rate 0.096% among 320,000 | CHO ldlA[mSR-BI] cells, DiI-HDL uptake fluorescence, 3 h; 100 = double the neutral-control signal | activation, % at 12.5 µM | AID 504775;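 active = mean replicate activation of at least 60% and every replicate at or above 60%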;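 note: 0% = median plate neutral-control signal and 100% = twice that signal; values of inactives mirror those of a sister screen read the other way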
#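 material = CHO ldlA[mSR-BI] cells | medium = Ham's F12 with 0.5% BSA, HEPES 25 mM, pH 7.4 | reagent = fluorescent DiI-HDL, 10 µg/mL final | compound dosing = single-point compound dose | incubation = 3 h, 37 °C | measured by = bottom-read fluorescence, 550/595 nm | measure = HDL uptake via cellular fluorescence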
# Active calls of the source: *; . = not tested or not shown. Compounds as they come, and some 2.1% of all compounds hit somewhere here.
SMILES,DAGLB inh,SR-BI DiI inh,PvdQ acylase,LANA DNA inh,PKA-R2B activ,Arr AP2 block,Cardiac RTF inh,NSD2 inh,Keap1-Nrf2 PPI,SR-BI uptake up
C/C(=N\NC(=O)CCc1ccc(S(=O)(=O)N2CCOCC2)cc1)c1ccccc1Cl,-3.3,26.6,-2.9,-1.6,-9.0,-3.4,13.2,-4.6,1.8,-26.6
CC(=O)NCCNC(=O)c1ccc(NC2=NC3CS(=O)(=O)CC3S2)cc1 (configuration not stated),1.5,.,-11.1,0.0,-6.2,-3.3,-0.6,-1.9,0.7,.
CC1CCN(CCCCOc2ccc(F)cc2)CC1,-1.7,-18.1,-7.4,1.7,-2.1,11.9,-9.7,7.2,-3.5,18.1
O=c1[nH]nc(CNc2ccc(C(F)(F)F)cc2)c2ccccc12,0.8,12.8,5.0,1.0,0.6,-2.0,-5.2,.,3.7,-12.8
COc1ccccc1N1CCN(C(=O)/C=C/c2ccccc2)CC1,3.5,28.4,-6.2,1.3,-4.0,4.1,-17.4,2.3,6.2,-28.4
O=C(CSc1nnc(Cc2ccccc2)o1)N1CCc2ccccc21,-3.6,2.4,-12.4,-0.3,-12.8,-0.6,-4.6,20.8,-2.0,-2.4
COc1cccc(-n2c(Cc3cc(=O)[nH]c(=O)[nH]3)nnc2SCC(=O)N2CCCC2)c1,0.3,-19.9,6.3,3.6,-5.0,22.7,-12.1,-1.4,-1.9,19.9
O=C(CSc1nnc(CNC(=O)c2cccs2)o1)NCCc1ccccc1,1.8,13.4,-10.0,-0.4,1.8,20.6,-2.6,0.9,2.5,-13.4
CCOc1ccc(N(CC(=O)NCc2ccccc2C)S(C)(=O)=O)cc1,-2.9,-14.6,-11.3,-0.6,2.4,9.7,-4.1,-2.0,-2.4,14.6
COc1ccc(OC)c(Cc2nnc(CCC(=O)NCc3ccsc3)o2)c1,-1.0,8.3,-7.6,0.2,5.6,-12.9,-4.6,-1.1,1.9,-8.3
CC12CCC(=O)N1C(C(=O)Nc1nc(-c3ccc(F)c(F)c3)cs1)CS2 (configuration not stated),-4.1,11.1,4.6,0.7,-1.1,26.4,11.2,9.0,-0.7,-11.1
COc1ccc([C@@H]2C[C@H]3CN(c4ccccc4)C(=O)[C@]34CCCN24)c(OC)c1OC,2.1,.,-7.1,-2.8,-10.2,-12.2,-1.8,-0.7,1.0,.
CCOc1ccc(-n2c(SCC(=O)Nc3ccccc3C)n[nH]c2=O)cc1,1.8,-16.8,10.9,0.8,0.2,28.6,5.7,0.1,-0.3,16.8
O=C(NCCCN1CCCC1=O)c1cccc(NS(=O)(=O)c2ccc(Br)cc2)c1,-1.6,-23.7,-12.8,3.2,-11.2,-4.4,-7.8,0.2,-4.1,23.7
CCOP(=O)(OCC)C(Nc1cccc([N+](=O)[O-])c1)c1ccccc1 (configuration not stated),-2.0,16.3,12.5,-0.4,-4.7,23.7,2.5,-0.6,1.0,-16.3
CC1(c2cccc(Br)c2)NC(=O)N(CC(=O)Nc2ccc(S(N)(=O)=O)cc2)C1=O (configuration not stated),0.2,10.6,1.9,1.8,-9.6,12.1,-7.6,2.1,-4.3,-10.6
O=C1CCc2cc(S(=O)(=O)NC3CCCCC3)ccc2N1,3.7,1.7,-16.7,0.5,7.7,-1.7,-35.2,-2.6,1.2,-1.7
Nc1ncnc2c(C3OC(CO)C(O)C3O)scc12 (configuration not stated),1.0,-17.3,-5.9,-1.3,-1.6,1.1,0.2,.,0.8,17.3
Cc1noc(C)c1CSCC(=O)N(C)CC(=O)Nc1ccc(F)cc1,0.4,7.6,9.8,0.1,3.3,27.4,3.9,-1.2,3.0,-7.6
Cc1cc(C)n(-c2ccc(C(=O)NCC(c3ccco3)N3CCCC3)cc2)n1 (configuration not stated),0.2,13.0,-20.9,-1.1,-3.6,-13.4,-13.8,30.4,0.0,-13.0
CCOc1ccc(N(CC(=O)NCc2ccco2)C(=O)CCC(=O)Nc2nccs2)cc1,-0.2,1.3,-15.4,-1.4,-19.5,5.0,-2.1,-0.3,-4.5,-1.3
O=C(Nc1ccc(Cl)cc1)c1cnc(-c2ccccc2)nc1-c1ccccc1,0.0,54.0,0.7,-0.8,0.2,21.5,-3.0,-2.0,2.2,-54.0
COc1cccc(C(C)N(C)Cc2nc(-c3ccoc3)oc2C)c1 (configuration not stated),1.1,-16.3,-11.0,0.1,-2.6,-1.6,-7.2,.,-3.2,16.3
O=c1ccc(-c2ccc(S(=O)(=O)NCC3CCN(Cc4ccccc4F)CC3)s2)n[nH]1,1.9,15.0,-1.9,1.0,-4.9,13.0,-8.0,1.5,3.1,-15.0
O=c1[nH]c(=O)n(Cc2ccccc2)c2nc(-c3ccc(C(F)(F)F)cc3)n(CCO)c12,-0.8,-21.7,-3.0,-0.6,-11.4,-1.0,-7.1,-1.0,-1.0,21.7
Cc1cccc(CNC(=O)CCc2nnc(C3CCCCC3)o2)c1,-0.1,10.1,-12.1,-0.1,-4.8,-0.9,-3.4,.,-3.6,-10.1
O=C(CSc1nc2cc([N+](=O)[O-])ccc2n1-c1ccc(F)cc1)NC1CCS(=O)(=O)C1 (configuration not stated),3.2,50.0,-0.2,-0.5,0.5,1.3,4.9,5.8,-1.0,-50.1
COc1cc(C(=O)OCCCN=C2NS(=O)(=O)c3ccccc32)cc(OC)c1OC,-2.8,2.1,-8.5,0.0,5.2,-2.9,-4.1,28.9,2.7,-2.1
CCc1nnc(NC(=O)/C=C/c2ccc(C)o2)s1,4.2,-2.7,13.9,0.1,0.7,7.5,-7.5,6.0,2.1,2.7
CCN(CC)C(=O)c1ccc(CS(=O)(=O)c2ccc(Br)cc2)cc1,-0.2,14.9,-8.0,1.3,1.1,3.6,-4.2,1.8,-1.7,-14.9

# In the list so far, these contain a nitro group on carbon.
SMILES,DAGLB inh,SR-BI DiI inh,PvdQ acylase,LANA DNA inh,PKA-R2B activ,Arr AP2 block,Cardiac RTF inh,NSD2 inh,Keap1-Nrf2 PPI,SR-BI uptake up
CCOP(=O)(OCC)C(Nc1cccc([N+](=O)[O-])c1)c1ccccc1 (configuration not stated),-2.0,16.3,12.5,-0.4,-4.7,23.7,2.5,-0.6,1.0,-16.3
O=C(CSc1nc2cc([N+](=O)[O-])ccc2n1-c1ccc(F)cc1)NC1CCS(=O)(=O)C1 (configuration not stated),3.2,50.0,-0.2,-0.5,0.5,1.3,4.9,5.8,-1.0,-50.1

# Next section:
SMILES,DAGLB inh,SR-BI DiI inh,PvdQ acylase,LANA DNA inh,PKA-R2B activ,Arr AP2 block,Cardiac RTF inh,NSD2 inh,Keap1-Nrf2 PPI,SR-BI uptake up
Cc1ccc2c(c1)N(C(=O)CCC(=O)NCc1cccc(F)c1)CCO2,-0.6,-11.7,-15.8,-1.1,-9.0,3.5,-3.8,.,-1.5,11.7
COc1ccc2cc(CN(CC3CCCO3)S(=O)(=O)c3ccc(C(C)=O)cc3)c(=O)[nH]c2c1 (configuration not stated),-4.4,6.9,8.0,-1.4,8.3,9.8,-9.9,-0.4,3.0,-6.9
CCC(C)NC(=O)CCn1c(=O)c2cccn2c2ccc(F)cc21 (configuration not stated),-0.6,26.7,-9.6,-1.5,-11.3,-10.2,-9.0,0.7,-4.6,-26.7
COc1cccc(CNC(=O)Cc2ccc(NC3=NC4CS(=O)(=O)CC4S3)cc2)c1 (configuration not stated),0.9,-14.1,-13.3,1.1,-4.3,-6.2,-8.3,.,-0.9,14.1
O=C(O)CNC(=O)C(c1ccccc1)c1ccccc1,1.3,.,-5.0,-1.4,8.9,11.1,-4.7,-2.1,-2.6,.
CCOC(=O)C1CCN(CCC(=O)Nc2ccc(C)c(C)c2)CC1,3.4,4.0,-12.6,0.4,2.5,-5.4,-0.9,0.1,-0.2,-4.0
Cc1ccc(C)c(C(=O)CN2C(=O)NC3(CCCCCCC3)C2=O)c1,-0.6,26.5,7.6,-1.7,-8.6,29.4,-0.1,23.5,-0.8,-26.5
Cc1ccccc1Cn1ccc(NC(=O)c2cnn3c(C(F)(F)F)cc(-c4ccco4)nc23)n1,-2.4,-12.0,-5.8,-1.2,-5.8,6.1,0.3,.,-2.4,12.0
O=S(=O)(NCCC1=CCCCC1)c1cccc2nsnc12,-6.6,-42.9,-19.3,0.0,-14.9,-0.2,-4.4,2.6,-2.2,42.9
CCOC(=O)NC(Nc1nnc(SCC)s1)(C(F)(F)F)C(F)(F)F,5.3,.,-6.0,0.0,-8.5,-6.2,-5.7,-4.1,1.5,.
COc1cc(/C=N/NC(=O)CCC(=O)NC2CCCCC2)ccc1C,-0.3,-15.7,-14.1,-0.7,-1.3,-0.3,-0.7,-0.2,-2.3,15.7
Cc1nn2c(COc3ccc(NC(=O)c4ccccc4)cc3)nnc2c2ccccc12,1.8,3.1,-2.2,0.0,1.0,10.5,8.0,-1.6,-4.7,-3.1
CN(CC(=O)NC(=O)Nc1ccccc1F)Cc1ccccc1,-10.9,-45.1,2.1,-0.5,9.8,8.8,-11.5,-0.7,1.5,45.1
COc1cc(/C=N/NC(=O)C(N)=O)cc(OC)c1O,0.2,-4.7,6.2,-1.5,-6.8,42.0,-0.1,0.7,2.0,4.7
COC(=O)c1cccc(NC(=S)N2CCN(c3ccccc3F)CC2)c1,-1.0,-3.5,-7.7,0.0,-3.3,-8.1,6.7,0.7,3.4,3.5
Nc1nnc(SCC(=O)NCc2ccc3c(c2)OCO3)s1,-3.4,-20.4,10.0,-0.8,-8.7,29.0,-1.0,-2.2,0.4,20.4
Cc1ccc(N2C(=O)SC(N(CC(=O)O)c3cccc(C)c3)C2=O)cc1 (configuration not stated),3.0,29.4,1.2,1.0,-5.8,12.3,-3.4,20.6,-3.0,-29.4
CCOC(=O)C1=C(COC(=O)c2ccc(Cl)nc2)NC(=O)NC1C (configuration not stated),-3.4,16.0,8.0,-1.2,-14.1,-2.3,-1.4,-2.2,0.5,-16.0
CCN(CC)C(=O)C1CCCN(c2ccc([N+](=O)[O-])cc2/C=N/NC(=O)c2ccccc2)C1 (configuration not stated),1.7,23.3,9.3,0.1,4.8,0.4,3.8,1.4,-4.1,-23.3
CCC(C)N(C(=O)Cn1nnc2ccccc21)C(C(=O)NCc1ccco1)c1cccc(OC)c1 (configuration not stated),0.6,-14.6,0.6,-0.2,7.8,7.1,4.2,-1.4,2.9,14.6
COCc1cc(C)n(CC(=O)Nc2ccc(N3CCOCC3)cc2)c(=O)c1C#N,1.1,-14.8,-9.7,-1.3,-3.2,-4.6,-5.0,-0.7,-7.2,14.8
CCOC(=O)NC1(C(F)(F)F)NC(=O)N(Cc2ccco2)C1=O (configuration not stated),0.1,-13.3,0.5,0.4,-4.1,31.1,-6.5,-5.0,-1.2,13.3
